# Prostate diff = activators of LNCaP prostate cell differentiation; AID 795; flow cytometry side scatter, 4 d; hit rate 0.56% among 24,000; side scatter shift, % at 10 µM;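 active = side scatter shift above 30%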;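 also: androgen-responsive LNCaP prostate cancer cells in charcoal-stripped serum medium; percent of cells past a gate set so DMSO wells show 10% shift; higher shift means more granular cells and more differentiation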
# Autofluor Jurkat = counter-screen for VLA-4 integrin: compound autofluorescence in Jurkat cells; fluorescence ratio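 (tested at 10 µM compound in the well)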; flow cytometry; stronger effect = higher value; 1 = vehicle-only cell background; AID 576; hit rate 0.61% among 24,000;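 active = fluorescence ratio above 2.44, which is 1 plus 3 SD of all ratios; inconclusive = signal too bright to measure linearly, ratio around 10 or more; inactive = fluorescence ratio below 2.44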;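 also: green fluorescence of cells measured with 488 nm excitation and 530 nm emission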
# VLA-4 antagonist = inhibition of LDV-FITC ligand binding to human VLA-4 integrin | P13612 | Jurkat cells, LDV-FITC binding with Mn2+, flow cytometry; 100% = Mn2+-driven binding gain fully reversed | inhibition, % at 10 µM (by protocol) | hit rate 0.2% among 24,000;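 active = inhibition above 50%; inconclusive = compound itself fluorescent, judged against control cell fluorescence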;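 also: 0% = Mn2+ stimulated cells lacking compound and 100% = ligand binding without Mn2+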
# Target sequence (P13612 whole entry, looked up): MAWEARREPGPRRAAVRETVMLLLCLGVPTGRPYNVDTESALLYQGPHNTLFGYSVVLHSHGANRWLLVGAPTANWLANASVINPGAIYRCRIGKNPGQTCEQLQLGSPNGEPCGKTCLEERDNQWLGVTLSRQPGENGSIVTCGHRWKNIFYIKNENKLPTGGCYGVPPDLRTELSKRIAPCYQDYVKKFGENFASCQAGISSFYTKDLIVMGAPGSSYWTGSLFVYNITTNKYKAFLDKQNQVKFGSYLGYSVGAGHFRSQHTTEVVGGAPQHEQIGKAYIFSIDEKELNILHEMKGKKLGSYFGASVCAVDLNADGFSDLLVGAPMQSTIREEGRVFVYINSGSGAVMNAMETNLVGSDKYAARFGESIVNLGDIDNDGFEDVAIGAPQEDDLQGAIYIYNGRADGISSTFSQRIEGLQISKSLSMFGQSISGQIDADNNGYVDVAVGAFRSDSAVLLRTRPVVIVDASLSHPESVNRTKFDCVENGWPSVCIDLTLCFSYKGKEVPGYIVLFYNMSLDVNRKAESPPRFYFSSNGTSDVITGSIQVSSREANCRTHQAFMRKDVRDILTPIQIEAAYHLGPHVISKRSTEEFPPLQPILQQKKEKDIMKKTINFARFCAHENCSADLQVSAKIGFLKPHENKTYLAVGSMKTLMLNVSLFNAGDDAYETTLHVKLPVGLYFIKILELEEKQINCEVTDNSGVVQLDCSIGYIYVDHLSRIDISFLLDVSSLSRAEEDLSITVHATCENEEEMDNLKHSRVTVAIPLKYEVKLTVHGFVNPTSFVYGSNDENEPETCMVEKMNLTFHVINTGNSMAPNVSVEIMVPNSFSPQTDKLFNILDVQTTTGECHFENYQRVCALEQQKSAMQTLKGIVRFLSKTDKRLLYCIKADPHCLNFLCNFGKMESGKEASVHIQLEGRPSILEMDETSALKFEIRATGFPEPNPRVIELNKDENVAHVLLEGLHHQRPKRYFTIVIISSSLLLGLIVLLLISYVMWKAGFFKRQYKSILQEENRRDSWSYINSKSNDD
# VLA-4 allo ag = allosterically activates the human VLA-4 integrin; Jurkat cells, LDV-FITC binding, flow cytometry; activation, % at 10 µM (by protocol); P13612; 24,000 tested, under 10 active;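 active = fluorescent ligand binding to cells raised by more than 40% of the manganese-induced maximum; inconclusive = compound's own fluorescence above 85% of the ligand control signal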;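 also: 0% = ligand binding without compound and 100% = manganese-stimulated maximal binding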
# * hit, by the source's call; ? = inconclusive.
# Every second line gives: Prostate diff, Autofluor Jurkat, VLA-4 antagonist, VLA-4 allo ag
Cc1nn(-c2ccc(F)cc2)c2nc(N)c(C#N)c(-c3cccs3)c12
  9, 2.1, ?, ?
CCOC(=O)N1CCN(C(=O)CSc2nnc(Cn3c(=O)sc4ccccc43)n2C)CC1
  7, 0.98, ?, ?
Cc1cc(C)n(-c2nc3ccccc3n3nnnc23)n1
  10, 1, 0, 5
CCN1CCCC1CN=Cc1c(O)n(-c2ccccc2)c(=O)c2ccccc12 (stereo not drawn)
  7, 1.4, ?, ?
O=C1c2ccccc2C(O)(Cc2ccccc2)N1c1ccc2c(c1)OCO2 (stereo not drawn)
  21, 1.2, 9, -3
CCOc1ccccc1NC(=O)Cn1c(=O)n(CCC(=O)NC2CCCC2)c(=O)c2ccccc21
  6, 1.1, -9, -2
Cc1ccc(NC(=O)CN(c2ccc3c(c2)OCO3)S(=O)(=O)c2c(C)n[nH]c2C)cc1
  9, 1, -4, -2
COc1ccc(-c2nnn(Cc3nc(N)nc(N4CCCCC4)n3)n2)cc1
  6, 0.92, 1, 4
Cc1cc(C)c2c(n1)sc1c(N3CCOCC3)ncnc12
  6, 1.1, 14, -10
CCOC(=O)c1cnn(-c2cc(C)c3cc(C)cc(C)c3n2)c1N
  32*, 1.1, 2, 3
O=C1CN(CC(=O)N2CCOCC2)c2ccccc2O1
  5, 1, -10, 4
O=C(CSc1nc2ccccc2o1)N1CCN(C(=O)c2ccco2)CC1
  4, 1, 7, 5
Cn1c(C(=O)NCC2CCCO2)cc2oc3ccccc3c21 (stereo not drawn)
  13, 1.1, 4, -1
O=C(NCc1ccc(F)cc1Cl)C1CCN(S(=O)(=O)N2CCC3(CC2)OCCO3)CC1
  6, 1.1, 3, -4
COc1ccc(-n2c(SCC(=O)c3c(N)n(C)c(=O)n(C)c3=O)nc3ccccc32)cc1
  14, 1.2, 2, 2
CC1CCN(CCCNC(=O)c2cn(C)c3ccc(S(=O)(=O)N4CCCC4)cc3c2=O)CC1
  9, 1, -17, 7
O=C(Nc1ccc2c(c1)OCO2)c1cccc2c1C(=O)N(C1CCCCC1)C2
  6, 1.1, 27, -4
CCOC(=O)c1cccc(NC(=O)C2CCN(S(=O)(=O)c3cccs3)CC2)c1
  6, 1.1, 3, -4
CCN(c1c(C)n(C)n(-c2ccccc2)c1=O)S(C)(=O)=O
  3, 1.1, -4, 2
CSc1nc2c(c(=O)n1C)SC(C)C2 (stereo not drawn)
  4, 1.1, 12, 4
CCc1ccccc1NC(=O)CN(c1cccc(OC)c1)S(C)(=O)=O
  7, 1, -12, 0
O=c1[nH]n(-c2ccccc2)c(=O)c2ccccc12
  4, 1.1, 3, 2
COc1ccc(C2C(C(=O)Nc3ccccc3OC)=C(C)Nc3ncnn32)cc1 (stereo not drawn)
  6, 1.2, ?, ?
CCN(CC)S(=O)(=O)c1ccc(C(=O)NCc2n[nH]c(=S)n2-c2ccccc2OC)cc1
  2, 1, -10, -1
COc1ccc(C)cc1-n1nnnc1SC/C(O)=C(\C#N)c1nc2ccccc2[nH]1
  18, 1.7, -6, 6
CC(Sc1nnnn1-c1ccccc1)C(=O)Nc1ccc(Cl)cn1 (stereo not drawn)
  15, 0.98, -7, 5
COc1ccc(N(CC(=O)N2CCC(C)CC2)S(=O)(=O)c2c(C)nn(C)c2C)cc1
  10, 0.9, ?, ?
CC(=O)N1CCN(C(C)=O)C1c1ccccc1
  6, 1, -5, -5
O=C(NCC1CCCO1)C1CCCN(Cc2cnn(-c3ccccc3)c2-n2cccc2)C1 (stereo not drawn)
  11, 1.1, 10, -2
CNC(=O)CSc1nc2c(c(=O)n(C)c(=O)n2C)n1Cc1ccc(C)cc1
  8, 1, 8, 0
O=C(NCc1ccco1)C1CCN(C(=O)c2cc3sccc3n2Cc2ccc(Cl)cc2)CC1
  7, 1.4, ?, ?
Cc1noc(C)c1S(=O)(=O)N1CCC(C(=O)N2CCN(C3CCCC3)CC2)CC1
  17, 0.93, 15, 3
CCCn1c(=NC(C)=O)c(C#N)cc2c(=O)n3cccc(C)c3nc21
  14, 1.1, -5, -4
O=C(Nc1ccc(F)cc1)N(Cc1ccco1)Cc1cc2cc3c(cc2[nH]c1=O)OCO3
  11, 1.2, -11, -2
CCc1ccc(C2CC(c3cccc(OC)c3)n3nc(N)nc3N2)cc1 (stereo not drawn)
  7, 0.97, 6, 0
CCc1nc2nc(C)cc(Nc3cccc(C(F)(F)F)c3)n2n1
  10, 1.1, 10, -2
O=C(NCCc1ccccc1)C1c2ccccc2C(=O)N1C1CC1 (stereo not drawn)
  4, 1.1, -4, -2
COc1ccc(NC(=O)C2Cc3ccccc3C(=O)O2)cc1 (stereo not drawn)
  8, 1, -4, 2
c1ccc(N2CCN(c3nc4cc5c(cc4s3)OCO5)CC2)cc1
  19, 1.2, ?, ?
COc1ccc(C2C(C(=O)N3CCN(C)CC3)c3ccccc3C(=O)N2C2CCCCC2)cc1 (stereo not drawn)
  4, 0.93, 0, -1
O=C(C1CCN(S(=O)(=O)c2cccnc2)CC1)N1CCN(c2ccccc2Cl)CC1
  9, 1, -16, 1
O=S(=O)(Cc1ccccc1)N1CCN(Cc2ccccc2)CC1
  10, 1.1, -19, 4
Cn1c(=O)oc2cc(S(=O)(=O)N3CCC(C(=O)N4CCN(c5ccccc5)CC4)CC3)ccc21
  16, 1, -16, 5
CCSc1ccccc1C(=O)Nc1cccc(OC)c1
  14, 1, -16, 6
Cc1noc(C(=O)NCc2cccnc2)c1Cl
  14, 0.98, -13, 3
O=c1cc[nH]c2cc(C(F)(F)F)ccc12
  21, 1.1, ?, ?
O=C(O)c1cnn2c1NC(c1ccc(F)cc1)CC2C(F)(F)F (stereo not drawn)
  7, 1, -22, 14
Cc1cc(NC(=O)CSc2ccc3nnc(-c4ccccc4)n3n2)no1
  3, 1, -16, -11
COc1ccc(C2=NOC(C(=O)NC(C)(C)C)C2)cc1 (stereo not drawn)
  8, 1.1, 0, 3
O=C(O)c1ccc(CSCc2ccccc2F)o1
  14, 1.1, -18, -15

# New compounds follow
# Every second line gives: Prostate diff, Autofluor Jurkat, VLA-4 antagonist, VLA-4 allo ag
CCC1CCCCN1C(=O)COc1cc(=O)n(C)c2ccccc12 (stereo not drawn)
  7, 1, -12, 7
CCCN(CCC)C(=O)CCS(=O)(=O)c1cccc2nsnc12
  7, 1, -2, 3
Cc1ccc(S(=O)(=O)NCCCCCC(=O)N(C)C)cc1
  11, 1.1, 37, -3
Cc1ccc(NC(=O)CCNS(=O)(=O)c2ccc3c(c2)oc(=O)n3C)cc1
  6, 1.1, -8, 7
Cc1nc(NCc2ccc3c(c2)OCO3)c2oc3ccccc3c2n1
  10, 1.1, -4, 4
CCOC(=O)N1CCC(NC(=O)c2cc(C(=O)Nc3cccc(OC)c3)ccc2CO)CC1
  14, 1, -28, 4
CCN1CCN(C(=O)CCCCCn2c(=O)[nH]c3cc(C(=O)OC)ccc3c2=O)CC1
  0, 1, 7, 0
CCCCn1c(NCCO)nc2ccccc21
  5, 0.95, -16, 3
O=S(=O)(c1ccc(Br)s1)N1CCN(c2ccccc2)CC1
  10, 1.1, -6, -4
O=C(NC1CCCCC1)C1CCCN(S(=O)(=O)c2cccs2)C1 (stereo not drawn)
  4, 1.1, -3, -10
Cc1ccc(-n2nc3c(c2NC(=O)c2ccc4c(c2)OCO4)CSC3)cc1
  8, 1, 7, -1
COc1ccccc1-c1cc(C(=O)N2CCN(c3ccc(F)cc3)CC2)no1
  13, 1, 38, -4
CCOC(=O)N1CCC(NC(=O)c2cc(S(=O)(=O)N3CCc4ccccc43)cn2C)CC1
  2, 1.1, 17, 2
COC(=O)Cn1ncc2c3ccccc3n(C)c2c1=O
  19, 1.2, -28, 0
O=C(C1CCC(Cn2c(=S)[nH]c3ccccc3c2=O)CC1)N1CCOCC1 (stereo not drawn)
  4, 1, 7, 1
Cc1cc(C(=O)N2CCN(C(c3ccccc3)c3ccccc3)CC2)on1
  9, 1.1, 3, 2
CS(=O)(=O)NCc1csc(-c2ccccc2)n1
  4, 1, 2, 5
CCOC(=O)CSc1nnc(Cc2cc(=O)[nH]c(=O)[nH]2)n1-c1ccc(Cl)cc1
  10, 0.9, -4, 2
Cc1ccc(-n2nnc3c(SCC(=O)NCC4CCCO4)ncnc32)cc1 (stereo not drawn)
  4, 1, 27, -9
Cc1cnn(C(=S)NCc2ccco2)c1
  11, 1.4, -26, -6
Cn1cnnc1Sc1nc2c(c(=O)n(C)c(=O)n2C)n1Cc1ccccc1Cl
  9, 0.98, -2, 0
CCCCCn1c(SCC2CCCO2)nc2cc(C(=O)N3CCC(C(N)=O)CC3)ccc2c1=O (stereo not drawn)
  4, 1.1, -6, 0
CCOC(=O)CSc1nnc(CNC(=O)c2cccs2)n1-c1cc(OC)ccc1OC
  14, 0.96, 3, 5
Cc1ccc(CN2CCN(CC(=O)NCc3ccc(Cl)cc3)C2=O)cc1
  1, 1.1, -8, 1
CCCCn1nnnc1SCC(=O)Nc1cccc(C)n1
  5, 1, -3, -5
CCCc1cc(C(=O)Nc2cccc(C(C)=O)c2)no1
  4, 1, 3, -1
CCOC(=O)Cn1c(CCC(=O)O)ccc1-c1ccc(F)cc1
  8, 1.1, 1, 0
COc1ccc(N2C(=O)CCC(C(=O)N3CCCCCC3)C2c2ccc(OC)c(OC)c2)cc1 (stereo not drawn)
  8, 1.1, 5, -3
O=C(CCC1=NS(=O)(=O)c2ccccc2N1)NC1CCCCCCC1
  2, 1.1, 1, -9
CCOCC(=O)Nc1ccc(S(=O)(=O)N2CCOCC2)cc1
  9, 1.1, -6, 0
CCN(CC)CCn1c(=S)[nH]c2ccc(Cl)cc2c1=O
  9, 1.1, -4, 1
O=C1SC(c2ccccc2)=N/C1=C/c1ccco1
  12, 1.2, ?, ?
CC#CCCCC(=O)Nc1cc(OC)nc(OC)n1
  3, 1.1, -2, -1
Cc1cc(N2CCOCC2)nc2ccc(NC(=O)CCC(=O)N3CCC(C)CC3)cc12
  14, 1.1, 15, -8
O=C(CN1C(=O)CSC1=O)Nc1ccc(N2CCOCC2)cc1
  8, 1, -12, 6
O=S(=O)(c1cccs1)N1CCN(c2ccccn2)CC1
  13, 1, 3, 3
COc1ccc(NC(=O)Cn2cccc2)cc1Cl
  4, 1, -9, -3
CCCc1cc(C(=O)NCCc2ccccc2)no1
  4, 1.1, 13, -5
Cc1ccc(C)c(N2CCN(C(=O)C3CCN(c4nnc(N5CCCC5=O)s4)CC3)CC2)c1
  8, 1.1, 28, 0
COc1ccc(Cl)cc1C(=O)Nn1c(C)nc2ccccc2c1=O
  14, 1.1, ?, ?
CC1CCN(C(=O)CSc2nc3c(cnn3-c3ccccc3)c(=O)[nH]2)CC1
  6, 1.1, -2, -8
COc1ccc(S(=O)(=O)Cc2ccc(C(=O)NCc3ccccn3)o2)cc1
  4, 1.2, -13, 5
Cc1onc(-c2ccccc2Cl)c1C(=O)NCCCN1CCOCC1
  26, 1, -1, 1
Cc1occc1C(=O)Nc1ccc(S(=O)(=O)N2CCN(C)CC2)cc1
  15, 0.94, -1, -2
COc1ccc(S(=O)(=O)Nc2ccccc2OC)cc1C
  3, 0.99, -20, 2
COc1ccc(C2C(C(=O)N3CCN(c4ccc(OC)cc4)CC3)c3ccccc3C(=O)N2C)cc1 (stereo not drawn)
  2, 1.1, -16, 5
CC(=O)c1c(C)nn(C(C)CC(=O)O)c1C (stereo not drawn)
  1, 1, -17, 2
COc1ccc(Cl)cc1N1C(=O)C2CCCN2C1c1ccc(F)c(F)c1 (stereo not drawn)
  13, 1, 2, 3

# An excerpt of these results, with tabs.
molecule	Prostate diff	Autofluor Jurkat	VLA-4 antagonist	VLA-4 allo ag
O=S(=O)(c1cccs1)N1CCN(c2ccccn2)CC1	13	1	3	3
COc1ccc(NC(=O)Cn2cccc2)cc1Cl	4	1	-9	-3
CCCc1cc(C(=O)NCCc2ccccc2)no1	4	1.1	13	-5
Cc1ccc(C)c(N2CCN(C(=O)C3CCN(c4nnc(N5CCCC5=O)s4)CC3)CC2)c1	8	1.1	28	0
COc1ccc(Cl)cc1C(=O)Nn1c(C)nc2ccccc2c1=O	14	1.1	?	?
CC1CCN(C(=O)CSc2nc3c(cnn3-c3ccccc3)c(=O)[nH]2)CC1	6	1.1	-2	-8
COc1ccc(S(=O)(=O)Cc2ccc(C(=O)NCc3ccccn3)o2)cc1	4	1.2	-13	5
Cc1onc(-c2ccccc2Cl)c1C(=O)NCCCN1CCOCC1	26	1	-1	1
Cc1occc1C(=O)Nc1ccc(S(=O)(=O)N2CCN(C)CC2)cc1	15	0.94	-1	-2
COc1ccc(S(=O)(=O)Nc2ccccc2OC)cc1C	3	0.99	-20	2
COc1ccc(C2C(C(=O)N3CCN(c4ccc(OC)cc4)CC3)c3ccccc3C(=O)N2C)cc1 (stereo not drawn)	2	1.1	-16	5
CC(=O)c1c(C)nn(C(C)CC(=O)O)c1C (stereo not drawn)	1	1	-17	2
COc1ccc(Cl)cc1N1C(=O)C2CCCN2C1c1ccc(F)c(F)c1 (stereo not drawn)	13	1	2	3

# Some of the compounds tested (hit frequency here may not be typical).
